# E coli Lon inh = inhibits E. coli Lon protease; 360,000 tested, 0.42% active; AID 602123; inhibition, % at 7.94 µM; purified E. coli Lon protease, fluorescence polarization; in the data active = inhibition above about 13%, passing the limit was not always enough;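 also: 0% = enzyme with probe and DMSO and 100% = no enzyme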
# bovine MsrA act = activators of bovine methionine sulfoxide reductase A. purified bovine MsrA, absorbance read-out. activation, % at 10.6 µM. 360,000 tested, 0.3% active. AID 602163; in the data active = activation above about 7.5%;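 also: 0% = vehicle and 100% = reference activator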
# SKN-1 block = inhibitors of C. elegans SKN-1; C. elegans VP596 Pgst-4::GFP/RFP ratio, acrylamide-induced, 24 h; inhibition, % at 21.8 µM; 360,000 tested, 0.49% active; AID 624304;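 active = interference check ratio from 0.5 to 1.5 plus GFP to RFP signal ratio inhibition reaching or exceeding a fixed threshold, cut at about 30% in these data, passing the limit was not always enough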; also: some compounds called inactive have numbers as strong as hits
# MLLE-PAM2 inh = inhibitors of microRNA-mediated deadenylation, human PABP1 MLLE binding. P11940. GST-MLLE / FITC-PAM2 fluorescence polarization. inhibition, % at 20 µM. 360,000 tested, 0.36% active. AID 588489; in the data active = inhibition above about 35%, passing the limit was not always enough;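 also: plate controls were DMSO wells with GST-MLLE for no effect and wells lacking GST-MLLE protein for full effect; some results filed as inactive read as strong as hits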
# Rin1-Abl PPI inh = blocks binding of human Rin1 to Abl; TR-FRET Rin1/Abl binding, biochemical; AID 588664; inhibition, % at 7.35 µM; 360,000 tested, 0.4% active; P00519+Q13671; in the data active = inhibition above about 5%, passing the limit was not always enough
# MT1-MMP act inh = blocks activation of human MT1-MMP; GFP/RFP ratio change, % at 20 µM; P50281; 360,000 tested, 0.061% active; HT1080 RFP-PRO-GFP cells, GFP/RFP ratio fluorescence, overnight; percent of plate control window, DMSO zero;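 active = GFP/RFP ratio change of at least 30% with cell ATP level not reduced by more than half and red fluorescence within 50% of control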; also: strong numbers were not always called active
#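 Assay system: HT1080 cells carrying an RFP-PRO-GFP reporter | Dosing: Single dose of 20 µM compound, 1% DMSO final | Incubation: Cells overnight before dosing, compound overnight, 37 °C, 5% CO2 | Evaluation: GFP/RFP fluorescence ratio | Control set: DMSO and RFP-L50D-GFP cell wells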
# FAS TE block = inhibitors of human fatty acid synthase thioesterase domain; 360,000 tested, 0.67% active; recombinant FAS-TE, OMFH fluorogenic substrate, fluorescence endpoint; AID 602261; P49327; inhibition, % at 15 µM;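 active = compounds whose normalised, plate-corrected inhibition of enzyme fluorescence in the single-dose primary screen is 50% or more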;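 also: 0% = DMSO with enzyme and 100% = substrate without enzyme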
# CendR NRP1 mod = alters CendR peptide binding to human NRP-1; AID 602438; FAM-RPARPAR peptide binding to NRP-1, fluorescence polarization; 360,000 tested, 0.85% active; inhibition, % at 25 µM; O14786;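 active = inhibition or corrected inhibition above about 18%, plus a signal ratio from 0.5 to 1.5, limit read from the data, passing the limit was not always enough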; also: strong numbers were not always called active
# Neddylation inh = cullin neddylation inhibition | TR-FRET cullin neddylation, biochemical | P61081+Q13564 | 360,000 tested, 0.58% active | calls only at 25 µM | AID 651699; in the data active = inhibition above about 36%
# * = called active by the depositor; i = inactive; nt = not tested or not shown; & = joins results of further samples.
SMILES,E coli Lon inh,bovine MsrA act,SKN-1 block,MLLE-PAM2 inh,Rin1-Abl PPI inh,MT1-MMP act inh,FAS TE block,CendR NRP1 mod,Neddylation inh
CCOc1ccc(C)cc1S(=O)(=O)NC1CCCCCC1,11,-4,-2,-2,3,0,7,8,i
COc1ccc(C(C(=O)NC2CCCCC2)N(C(=O)c2ccco2)c2ccccc2C(C)=O)cc1OC (stereo not drawn),7,-5,-3,11,0,1,3,0,i
O=C(N/N=C/c1ccccn1)C12CC3CC(CC(C3)C1)C2,-1,-2,-1,-4,0,0,-8,-7,i
O=C1CCCC(=O)N1c1ccc(N2CCN(c3ccccc3)CC2)c([N+](=O)[O-])c1,3,-4,1,-10,-9,-1,-6,2,i
CSc1ncccc1C(=O)OCC(=O)c1ccccc1Br,7,-4,-4,-2,-3,2,20,-4,i
CC(=O)OCC(=O)[C@@]1(O)CC[C@H]2[C@@H]3CCC4=CC(=O)CC[C@]4(C)[C@H]3[C@@H](O)C[C@@]21C,0&1,0&2,11&-7,-6&0,-1&2,-2&1,-1&-2,-4&-17,i
CC(=O)c1ccc(NC(=O)c2ccn[nH]2)cc1,7,-1,7,-3,-1,-1,-7,0,i
c1csc(-c2nnc(COc3ncnc4sccc34)o2)c1,-13,-2,-6,-24,-1,1,-10,-31,i
CC/C(=N\N=C1\SC(C)C(=O)N1Cc1ccco1)c1ccccc1 (stereo not drawn),-6,-4,3,-9,1,-1,15,-2,i
CCc1ccc(C2C3=C(CC(C)(C)CC3=O)Nc3c2c(=O)[nH]c2nc(C)nn32)cc1 (stereo not drawn),-3,-2,-28,-10,-1,1,-4,0,nt
CCOC(=O)N1CCN(S(=O)(=O)c2ccc(C)cc2)C1c1ccc(OC)cc1 (stereo not drawn),-1,1,6,6,1,1,13,5,i
COCCCNC(=O)CN1C(=O)CSc2ncccc21,2,-2,-10,-9,-3,0,-6,-12,i
Cc1ccc(S(=O)(=O)N2CCN(C(=O)CCOc3ccccc3C)CC2)cc1C,-2,-3,23,-16,-3,0,15,17,i
C/C(=C/c1oc2ccc(O)cc2c1[N+](=O)[O-])N(C)C,3,-4,13,4,-11,43*,-2,12,i
O=C(c1ccc(CN2CCOCC2)cc1)N1CCC(Cc2ccccc2)CC1,0,-3,4,1,6,1,-20,-1,i
COc1ccc(NC(C)=O)cc1S(=O)(=O)Nc1ccccc1C(=O)N1CCCC1,-4,-2,1,2,0,-4,-5,-15,i
CC(Oc1ccc(Cl)cc1Cl)c1nc(-c2ccc(NC(=O)c3cccnc3)cc2)no1 (stereo not drawn),8,-2,-14,-4,-2,-3,20,-6,i
CCC(C(=O)NC1CCCC1)n1c(C2CC2)nc2ccccc21 (stereo not drawn),nt,nt,3,nt,nt,1,nt,3,i
CCNC(=O)NC(=O)COC(=O)CCCc1nc2ccccc2s1,2,-1,-7,-6,-1,-1,-1,-13,i
Cc1cccc(C(=O)N2CCC(c3nc4ccccc4s3)CC2)c1,15,0,-8,24,1,5,2,1,i

# Complete entries from above. Screens in order: E coli Lon inh | bovine MsrA act | SKN-1 block | MLLE-PAM2 inh | Rin1-Abl PPI inh | MT1-MMP act inh | FAS TE block | CendR NRP1 mod | Neddylation inh
# `c1csc(-c2nnc(COc3ncnc4sccc34)o2)c1` as listed: -13 | -2 | -6 | -24 | -1 | 1 | -10 | -31 | i
# `CC(Oc1ccc(Cl)cc1Cl)c1nc(-c2ccc(NC(=O)c3cccnc3)cc2)no1` (stereo not drawn) as listed: 8 | -2 | -14 | -4 | -2 | -3 | 20 | -6 | i
# `CC(=O)OCC(=O)[C@@]1(O)CC[C@H]2[C@@H]3CCC4=CC(=O)CC[C@]4(C)[C@H]3[C@@H](O)C[C@@]21C` as listed: 0&1 | 0&2 | 11&-7 | -6&0 | -1&2 | -2&1 | -1&-2 | -4&-17 | i
# `O=C(N/N=C/c1ccccn1)C12CC3CC(CC(C3)C1)C2` as listed: -1 | -2 | -1 | -4 | 0 | 0 | -8 | -7 | i
# `CCNC(=O)NC(=O)COC(=O)CCCc1nc2ccccc2s1` as listed: 2 | -1 | -7 | -6 | -1 | -1 | -1 | -13 | i

# Carrying on:
SMILES,E coli Lon inh,bovine MsrA act,SKN-1 block,MLLE-PAM2 inh,Rin1-Abl PPI inh,MT1-MMP act inh,FAS TE block,CendR NRP1 mod,Neddylation inh
Nc1nc(Nc2ccc(Cl)cc2)c(NC=O)c(=O)[nH]1,3,-6,4,-16,3,2,-7,-18,i
Nc1cc(N)nc(SCC(=O)NNC(=O)c2ccc(Cl)cc2)n1,-10,-8,-4,-21,-5,-1,-8,-3,i
COc1ccc(S(=O)(=O)N2CCC(C(=O)N3CCN(C)CC3)CC2)cc1OC,-2,-3,4,0,0,1,-4,7,i
Cc1cccc(OCCOCCSc2ncccn2)c1,-8,-1,22,-34,4,2,-4,-11,i
O=S(=O)(NCc1cccs1)c1ccccc1Cl,1,-3,6,25,-1,1,-4,0,i
COc1ccc(C(=O)Nc2ccc(NC(C)=O)cc2)cc1S(=O)(=O)N1CCCC1,4,-5,8,-3,1,0,-5,-1,i
COCCCn1c(C(=O)NC2CCCCC2)cc2c(=O)n3cccc(C)c3nc21,-14,-1,-5,18,4,0,3,-4,nt
O=C(/C=C/c1ccco1)Nc1ccc2nn(-c3ccccc3)nc2c1,-1,-4,23,7,1,2,18,5,i
CCOc1cc(/C=C(\C#N)C(N)=O)ccc1OS(=O)(=O)c1ccccc1,-8,-3,-1,11,1,4,-7,-4,i
CCC(CC)C(=O)NCCNC(=O)C(CC)CC,5,-1,-7,12,-1,1,-10,6,i
CCC(CC)C(=O)NCc1cccnc1,-4,-3,0,4,-2,3,-6,9,i
O=C(Nc1nc2ccccc2[nH]1)c1ccccc1F,-3,-3,8,7,-1,9,-9,4,i
CCCc1nnc(NC(=O)CCC(=O)NCc2ccccc2OC)s1,-4,0,12,0,1,10,-6,-7,i
C[C@H](OC(=O)c1[nH]cnc1C(=O)N1CCN(C(=O)OC(C)(C)C)CC1)c1ccccc1,3,-2,30,-3,-2,0,-8,6,i
CC1SCCN1S(=O)(=O)c1ccc2ccccc2c1 (stereo not drawn),-2,-2,26,13,-2,1,14,6,i
Clc1ccc(-c2nc(/C=N/N3CCOCC3)c3ccccn23)cc1,-7,-4,-2,-5,-8,-4,2,-18,i
O=C(CSc1nc(N2CCCCC2)nc(N2CCCCC2)n1)N1CCN(c2ccccc2)CC1,2,-2,-10,-6,-1,-22,28,0,i
CC1CCCCN1CCNC(=O)CC1Oc2ccccc2NC1=O (stereo not drawn),1,-1,7,8,-1,2,-4,-4,i
CC1CN(C(=O)c2ccccc2NS(=O)(=O)c2ccc(Cl)cc2)CC(C)O1 (stereo not drawn),-4,-3,21,-1,-2,-6,-6,19*,i
CC1CCCCC12NC(=O)N(CC(=O)N1CCN(S(=O)(=O)c3ccc4c(c3)CCC4)CC1)C2=O (stereo not drawn),-9,-7,1,4,3,1,1,7,i
Cc1cc(C)cc(-n2c(C)c3c(C)nnc(C)c3c2C)c1,-24,1,15,-40,-3,-4,-7,-30,i
O=C(NC1CC1)c1cc2c(s1)CS(=O)(=O)C2,3,-3,14,-12,1,2,-7,5,i
CCOC(=O)C1CCC(=O)C1 (stereo not drawn),7,2,8,-3,0,7,-9,18,i
O=C(N/N=C(\c1ccccc1)c1cccnc1)c1cccc(F)c1,0,-8,3,-13,0,3,5,-2,i
O=C(Cn1ccc(NC(=O)OCc2ccccc2)nc1=O)NCc1nc2ccccc2[nH]1,4,-4,7,-3,5,5,-6,1,i
Cc1c(C(=O)NCc2cccnc2)oc2ccc(S(=O)(=O)N3CCCCCC3)cc12,-10,1,0,-5,3,4,-1,0,i
Cc1c(C(=O)N2CCCCCC2)c(S(=O)(=O)Nc2ccc(F)cc2)c(C)n1C,0,-2,-8,-6,0,0,-3,4,i
O=C(COC(=O)Cc1cccc(C(F)(F)F)c1)NC1CCS(=O)(=O)C1 (stereo not drawn),8,-3,0,1,4,1,-10,9,i
COc1ccc(S(=O)(=O)N(C)C)cc1NC(=O)CSc1nncs1,-6,0,3,-7,-4,0,-5,0,i
Oc1ccc(Br)cc1-c1ccnn1-c1ccccc1,-1,-7,-2,-3,-2,-5,8,3,i
CCOC(=O)c1ccccc1NC(=O)c1ccccc1NS(C)(=O)=O,-5,-1,18,3,-2,-3,5,18,i
CC1CCC2(CC1)NC(=O)N(Cc1nc(-c3ccccc3)no1)C2=O (stereo not drawn),2,-1,3,4,-3,5,5,0,i
Cc1cccc(C(=O)O[C@H]2[C@H](Cc3ccccc3)NS(=O)(=O)[C@H]3CC4C=C[C@]23O4)c1,-3,-1,-3,4,5,0,9,6,i
COc1ccccc1NC(=O)C(C)OC(=O)Cc1n[nH]c(=O)c2ccccc12 (stereo not drawn),-6,-5,-15,1,-1,2,-4,8,i
CC(=O)N1CCc2cc(S(=O)(=O)NCCN3CCC(C)CC3)ccc21,0,-3,3,4,-1,6,-6,-12,i
O=C(c1ccc(CNc2c(NC3CCCCC3)c(=O)c2=O)cc1)N1CCc2ccccc21,7,-1,0,-8,-2,-5,-8,-21,i
COc1ccc(C(=O)OCC(=O)Nc2cccc(C(C)=O)c2)c(OC)c1OC,2,2,-14,-7,-1,-3,-4,3,i
CCOC(=O)CC(=O)Nc1nc2ccccc2s1,-6,-3,-15,-1,-4,1,-2,4,i
COC(=O)Cn1c(C(=O)N(C)C)cc2c1C[C@H]1CN(C(=O)c3ccccc3)[C@@](Cc3ccc(F)cc3)(C(=O)OC)[C@@H]21,-5,0,-1,nt,nt,-3,-9,-8,i
CC(CNc1ccc(Cl)cc1)(CNc1ccc(Cl)cc1)[N+](=O)[O-],1,-2,5,-21,6,3,43,5,i
Cc1ccc(-c2cc(C(=O)N3CCCC3)no2)cc1,-3,-6,11,-6,7,4,-7,-15,i
Cc1nc(SCC(=O)Nc2c(C)n(C)n(-c3ccccc3)c2=O)nc(C)c1C,0,-5,-10,-6,0,3,-10,1,i
CCCCn1nc2cc(C(=O)NCCc3ccc(C)cc3)ccc2c1OCC,-6,-1,12,-1,-2,5,-4,3,nt

# CendR NRP1 mod, entries above that show a hit
structure,E coli Lon inh,bovine MsrA act,SKN-1 block,MLLE-PAM2 inh,Rin1-Abl PPI inh,MT1-MMP act inh,CendR NRP1 mod,Neddylation inh
CC1CN(C(=O)c2ccccc2NS(=O)(=O)c2ccc(Cl)cc2)CC(C)O1 (stereo not drawn),-4,-3,21,-1,-2,-6,19*,i

# Source: PubChem BioAssay (several laboratories)
